Screening results from PubChem BioAssay.
TROY signal inh: TROY signaling inhibition; Q293 LMP1-TROYcd NF-kB luciferase reporter, 4 h; inhibition, % at 10 µM; actives 0.98% (n = 360,000); AID 1347056;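 active = compounds whose plate-normalised and pattern-corrected inhibition of the luciferase reporter signal at the single screening dose is 50% or more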
CF NFkB block: cystic fibrosis NF-kB activation inhibition | KKLEB NF-kB-GFP reporter, PAF-induced, GFP fluorescence overnight | inhibition, % at 5 µM | actives 0.86% (n = 360,000) | AID 588850;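 active = at least 50% inhibition at 5 µM, scaled per plate between neutral and stimulator controls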;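 note: PAF is a Pseudomonas aeruginosa culture filtrate used as stimulus; plate controls were PAF-stimulated DMSO wells for no effect and unstimulated DMSO wells for full effect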
NCOA3 inh: inhibits human SRC3 coactivator. Q9Y6Q9. HEK293 GAL4-SRC3 luciferase reporter, luminescence. inhibition, % at 3.6 µM. actives 0.17% (n = 360,000). AID 588352;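 active = inhibition above a per-campaign cutoff, the mean of all compounds plus 3 SD, cut at about 60% in these data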;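 note: 0% = DMSO-treated cells and 100% = gossypol-treated cells at 36 µM; higher means less SRC3-driven luciferase light from the GAL4 reporter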
C8 TRAIL sens: sensitizes caspase-8 expressing cells to TRAIL; NB7+C8 cells + TRAIL, ATPlite viability luminescence; AID 624354; inhibition (viability loss, TRAIL sensitization), % at 10 µM; actives 1% (n = 360,000);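 active = compounds causing at least 50% loss of cell viability in the single-dose screen, relative to plate controls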
LRH-1 inv ag: NR5A2 inverse agonism in reporter assay. O00482. actives 0.13% (n = 360,000). HEK293T StAR-luciferase reporter, LRH-1 transfected, 24 h. inhibition, % at 3.6 µM;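 active = inhibition above the mean inhibition of all tested compounds plus 3 SD, cut at about 73% in these data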;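 note: 0% = DMSO wells and 100% = reporter-only cells lacking LRH-1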
Target sequence (O00482 whole entry, looked up): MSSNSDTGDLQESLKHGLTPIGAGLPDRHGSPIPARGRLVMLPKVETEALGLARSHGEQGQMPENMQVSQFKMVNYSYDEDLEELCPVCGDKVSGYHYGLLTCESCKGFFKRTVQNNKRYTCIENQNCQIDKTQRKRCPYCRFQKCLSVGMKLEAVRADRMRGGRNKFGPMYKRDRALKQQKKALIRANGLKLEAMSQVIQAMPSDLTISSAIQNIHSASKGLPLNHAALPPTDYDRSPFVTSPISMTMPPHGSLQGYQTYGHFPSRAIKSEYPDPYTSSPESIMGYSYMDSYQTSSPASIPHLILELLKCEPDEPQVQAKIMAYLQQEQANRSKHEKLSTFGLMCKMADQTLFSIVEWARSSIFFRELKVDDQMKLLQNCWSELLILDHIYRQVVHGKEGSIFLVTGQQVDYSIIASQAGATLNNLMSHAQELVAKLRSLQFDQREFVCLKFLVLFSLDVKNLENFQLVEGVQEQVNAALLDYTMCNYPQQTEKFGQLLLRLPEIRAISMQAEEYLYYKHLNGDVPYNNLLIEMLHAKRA
Shn3 3UTR inh: inhibitors of Schnurri-3 3'UTR reporter in osteoblasts; inhibition, % at 12.5 µM; actives 0.52% (n = 360,000); Clone20 osteoblast Shn3 3'UTR firefly luciferase, 24 h;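 active = mean inhibition of at least 75% with every replicate also reaching 75%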;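 note: 0% = median of neutral control wells and 100% = pilot-screen positive control compound; some compounds past the cut are filed as inactive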
SRC1 inh: human NCOA1 inhibition; inhibition, % at 3.6 µM; AID 588354; actives 0.12% (n = 360,000); Q15788; HEK293 GAL4-SRC1 luciferase reporter, luminescence;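 active = inhibition above the campaign mean plus 3 SD, with each screening campaign given its own cutoff, cut at about 60% in these data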;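 note: 0% = DMSO treated cells and 100% = gossypol at 36 µM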
KKLEB tox: CF airway cell cytotoxicity counter-screen | KKLEB CF airway cells viability, ATPlite luminescence, overnight; hits give low values; cells stimulated with P. aeruginosa culture filtrate | activity change (cytotoxicity), % at 5 µM | actives 0.36% (n = 360,000);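 active = corrected activity change at or below -50% at 5 µM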
TWEAK Fn14 block: inhibitors of TWEAK-Fn14 interaction signaling; TWEAK-stimulated Fn14 reporter cells, luciferase luminescence, 8 h; inhibition, % at 10 µM; actives 2% (n = 360,000); AID 1159606; in the data active = inhibition above about 50%
NR2F2 inh: NR2F2 (human) inhibition, primary screen | HEK293T NGFI-A luciferase reporter, luminescence | inhibition, % at 8.6 µM | actives 0.7% (n = 370,000);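 active = inhibition above a per-plate cutoff, mean inhibition of test wells between control levels plus 3 SD, cut at about 38% in these data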;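 note: cells cotransfected with COUP-TFII expression vector driving the NGFI-A reporter; 0% = median of COUP-TF2 test wells and 100% = reporter-only cells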
Target sequence (P24468 whole entry, looked up): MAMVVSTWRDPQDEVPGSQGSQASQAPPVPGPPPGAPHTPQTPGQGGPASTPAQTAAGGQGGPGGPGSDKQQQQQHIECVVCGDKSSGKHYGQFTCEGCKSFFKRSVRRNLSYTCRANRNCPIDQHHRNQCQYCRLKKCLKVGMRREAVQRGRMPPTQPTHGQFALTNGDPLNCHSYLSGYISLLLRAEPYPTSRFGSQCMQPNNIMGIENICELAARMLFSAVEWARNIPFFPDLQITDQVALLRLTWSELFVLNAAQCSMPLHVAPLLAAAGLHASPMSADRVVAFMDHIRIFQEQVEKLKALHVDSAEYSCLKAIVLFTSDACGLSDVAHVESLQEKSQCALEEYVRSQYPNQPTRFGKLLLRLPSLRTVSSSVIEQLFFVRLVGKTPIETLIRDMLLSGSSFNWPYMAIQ
LMP1 NFkB inh: Epstein-Barr LMP1 NF-kappaB reporter inhibition | inhibition, % at 12.5 µM | actives 0.69% (n = 350,000) | LMP1-induced NF-kappaB luciferase reporter cells, luminescence; in the data active = inhibition above about 41%;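 note: 0% = neutral control wells and 100% = reference inhibitor control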
Starred values were filed as active, the others as inactive; x = not tested or not shown. Not all compounds are listed; rates above refer to the full screens.

SMILES	TROY signal inh	CF NFkB block	NCOA3 inh	C8 TRAIL sens	LRH-1 inv ag	Shn3 3UTR inh	SRC1 inh	KKLEB tox	TWEAK Fn14 block	NR2F2 inh	LMP1 NFkB inh
Cc1ccc2c(c1)-c1c(ssc1=S)C(C)(C)N2C(=O)CN1C(=O)c2ccccc2C1=O	10	17	7	9	3	25	-12	-4	22	2	-29
CCN(CC)CCc1nc(-c2ccccc2)no1	11	-11	-8	-12	-15	-13	-17	8	34	-12	4
O=C1NC(Cc2ccc(O)cc2)c2nc3ccc(Br)cc3c(=O)n2-c2ncccc21 (stereo unspecified)	2	-9	16	4	1	0	-24	3	-7	18	2
CCN(Cc1ccccc1)S(=O)(=O)c1cc(C(=O)OC)n(C)c1	8	-27	2	-3	-4	-31	-18	22	1	-1	-1
COc1ccccc1Nc1ncnc2sccc12	13	-10	-3	-10	6	-5	4	-10	-4	2	1
Cc1ccccc1CN(C)C[C@H]1OCc2cnnn2CCCC(=O)N([C@@H](C)CO)C[C@@H]1C	5	-3	-14	-1	16	-8	13	10	0	-5	39
Cc1ccc(O)c(NC(=O)CN(C)S(=O)(=O)c2ccc(Cl)cc2)c1	-3	12	7	7	-9	-24	-28	6	16	1	-15
COc1cc(OC)c2c(-c3ccccc3)cc(=O)oc2c1C(CC(=O)N1CCCC1)c1ccc2c(c1)OCO2 (stereo unspecified)	-4	14	4	3	-7	3	2	-31	-6	-6	5
COc1ccc(NC(=O)c2cccs2)cc1	-57	-15	-74	11	-96	-58	-80	4	-2	-14	-20
CC(=O)CC1(C)OC(N)=C(C#N)C1(C#N)C#N (stereo unspecified)	2	19	4	2	1	-13	13	-12	-63	-3	-3

Ordered by length of the SMILES (falling): three of the compounds above.
SMILES	TROY signal inh	CF NFkB block	NCOA3 inh	C8 TRAIL sens	LRH-1 inv ag	Shn3 3UTR inh	SRC1 inh	KKLEB tox	TWEAK Fn14 block	NR2F2 inh	LMP1 NFkB inh
Cc1ccccc1CN(C)C[C@H]1OCc2cnnn2CCCC(=O)N([C@@H](C)CO)C[C@@H]1C	5	-3	-14	-1	16	-8	13	10	0	-5	39
COc1ccc(NC(=O)c2cccs2)cc1	-57	-15	-74	11	-96	-58	-80	4	-2	-14	-20
COc1ccccc1Nc1ncnc2sccc12	13	-10	-3	-10	6	-5	4	-10	-4	2	1

Additional structures:
SMILES	TROY signal inh	CF NFkB block	NCOA3 inh	C8 TRAIL sens	LRH-1 inv ag	Shn3 3UTR inh	SRC1 inh	KKLEB tox	TWEAK Fn14 block	NR2F2 inh	LMP1 NFkB inh
Cc1cc(C)nc(SCc2nnc(SCC(=O)Nc3nc(-c4ccccc4)cs3)n2-c2ccccc2)n1	16	11	-18	5	8	-9	-15	3	13	-18	-6
COc1cccc(NC(=S)NC2CC3CCCC(C2)N3C2CCCC2)c1 (stereo unspecified)	-13	-8	15	2	-5	-9	7	-7	-3	0	-1
CCOc1nc(NCCN2CCOCC2)nc(NC(C)C)n1	-1	-1	-3	0	-5	-1	14	7	-8	9	-5
Cc1sc(NC(=O)/C=C/c2ccco2)c(C(=O)OC(C)C)c1C	-2	13	4	15	4	4	0	-1	13	1	-1
c1ccc(CSc2nnc(-c3ccco3)n2Cc2ccco2)cc1	2	-7	-38	2	-27	-19	-17	2	-11	-28	-7
COc1ccc(C(=O)c2[nH]c(N)c(C(N)=O)c2-c2ccc(OC)c(OC)c2)cc1	-28	x	x	-19	-12	x	x	x	-4	-2	x
Cc1ccccc1NC(=S)/C(=C(\[O-])c1cc(C)n(Cc2ccccc2Cl)c1C)[n+]1ccccc1	-2	-14	7	1	10	5	-17	9	-13	0	-1
CCc1ccc(OCc2nnc(SCC(=O)Nc3cccc(C(=O)N4CCOCC4)c3)o2)cc1	-21	0	0	2	-1	2	-4	-2	1	6	-12
Cc1ccc2nc(SCC(=O)NCCCN3CCCC3=O)[nH]c2c1	-37	0	-7	-9	-3	1	0	0	8	-12	-11
Cc1ccc(S(=O)(=O)N2CCN3CCCC3C2)cc1 (stereo unspecified)	-2	-13	1	8	4	-18	-8	-9	-6	-15	2
O=C(NCCSCc1c(F)cccc1Cl)c1ccc(CN2CCOCC2)cc1	16	-2	13	0	-2	14	-2	6	-13	15	-10
COc1ccc(Br)cc1C1NC(=O)NC(C)=C1C(=O)N(C)C (stereo unspecified)	0	1	18	3	1	-8	-6	-53*	8	-2	4
CC(C)(C)OC(=O)N1CCC(Cc2cc(-c3cccnc3)no2)(C(=O)O)CC1	-3	-7	-10	12	5	-3	-9	6	-3	2	12
COc1ccc(/C=C2\CCC/C(=C\c3ccc(OC)c(OC)c3OC)C2=O)c(OC)c1OC	21	5	-10	18	7	23	15	-2	7	21	x
COc1cc(OC)c(OC)cc1CNCc1ccc2c(c1)OCO2	4	-5	10	3	10	3	-17	2	4	6	0
COc1ccccc1/C=C/C=N/NC(=O)c1cnccn1	-56	-2	-48	-10	-14	-46	-24	14	-2	-28	-11
CSc1cc(-c2ccco2)oc1C(=O)c1ccco1	7	7	6	-11	3	x	-33	-6	4	20	2
COc1ccc(/C=N/N2CCOCC2)cc1Cn1nc(C)c([N+](=O)[O-])c1C	-2	4	-3	-1	13	-7	-18	-8	-6	5	-8
COc1ccc(CNc2nc3nc(C)c(Cl)c(C)n3n2)cc1	-49	14	-29	-7	-38	-24	-22	-1	-13	-34	-17
O=C(NCc1ccc2c(c1)OCO2)c1nc(Cn2cc([N+](=O)[O-])cn2)no1	10	10	-27	-13	6	-9	-5	1	13	2	1
O=C(NC1CCCc2ccccc21)c1cn2ccccc2n1 (stereo unspecified)	-7	2	-12	-3	-8	-20	-26	-2	-18	11	-12
NC(Cc1ccc(C(F)(F)F)cc1)c1csc(Nc2ncccn2)n1 (stereo unspecified)	6	10	7	4	-2	25	-8	-15	-11	-6	x
O=C(CCn1c(=O)sc2ccccc21)NCCN1CCOCC1	2	-8	4	-24	1	4	9	4	0	-5	5
Cc1nn(-c2ccc(Cl)cc2Cl)c(C)c1C(=O)O	-22	-5	15	-2	-7	2	4	15	-8	6	1
Cc1ccc(C)c(C2=NNC(=O)CC2)c1	20	-2	9	2	-3	-7	2	5	3	-5	5
O=C(O)C1C2C=CC(C2)C1C(=O)NCCCN1CCCC1=O (stereo unspecified)	8	9	21	11	6	-10	-10	1	23	3	1
CCNS(=O)(=O)c1ccc(CCC(=O)NCc2ccc3c(c2)OCO3)cc1	14	2	-4	-3	1	6	2	-1	-2	10	2
Cc1cccc(C(=O)NC(C(=O)Nc2ccccc2N2CCOCC2)C(C)C)c1 (stereo unspecified)	-10	1	9	-2	7	12	6	1	14	20	6
O=C1CSC(c2cccnc2)N1Cc1ccc(Cl)c(Cl)c1 (stereo unspecified)	-2	1	17	-2	-15	6	-10	9	2	3	0
CCOC(=O)C1=C(CC)Nc2ccccc2N=C1NC(=O)c1cccc(S(=O)(=O)N2CCOCC2)c1	-4	-8	6	2	16	2	0	2	-11	-13	-6
COc1ccccc1NC(=O)CSc1n[nH]c(Cc2ccccc2)n1	17	26	-24	4	-9	-23	7	-3	23	15	1
Cc1cc(C(=O)CSc2nnc(-c3ccc(Cl)cc3)n2C)c(C)n1CC1CCCO1 (stereo unspecified)	10	-8	11	12	-2	-13	-1	-11	12	13	-2
COCC(C)NC(=O)C1CC(=O)N(c2ccc(C)cc2)C1 (stereo unspecified)	-5	7	17	9	6	7	-4	-12	-4	-15	5
CC(=O)Nc1ccc(CN2CCN(Cc3ccc(C)cc3)C(CCO)C2)cc1 (stereo unspecified)	14	-10	8	-4	16	2	-7	7	-28	-21	0
C=CCC1(CC=C)CCCN1C(=O)c1cc(COc2ccc(F)c(F)c2)on1	4	6	20	-10	14	1	2	-9	0	4	11
CC(=O)Nc1ccc(S(=O)(=O)N2CCN(C(=O)N3CCCCCC3)CC2)cc1	-2	-5	11	-4	13	25	3	7	1	10	-1
C[n+]1ccc(/C=C/c2cccs2)cc1	-5	4	17	1	-2	9	-2	-5	-7	6	6
CCOc1cc(NC(=S)NCC2CCCO2)c(OCC)cc1NC(=O)c1cccc(C)c1 (stereo unspecified)	4	-10	12	13	-8	8	10	2	-2	0	8
CCc1ccc(-c2nn(-c3ccccc3)cc2C2SCC(=O)N2Cc2ccco2)cc1 (stereo unspecified)	1	0	-2	1	9	9	-17	20	53*	8	-23
COc1cc2c(cc1OC)C(SC)=NC(C)(C)C2	1	0	-22	9	-12	-21	10	-8	1	4	-32
Nc1cc(C(=O)N2CCN(c3cccc(Cl)c3)CC2)ccc1N1CC2CC(C1)c1cccc(=O)n1C2 (stereo unspecified)	-10	17	-12	-3	0	-29	-6	-8	-4	9	6
CCCCC[C@@H]1CCCCC[C@@H](O)C[C@@H](O)[C@H](O)/C=C/C(=O)O1	3	x	x	-5	-10	x	x	x	15	6	x
CC(C)NC(=O)CCc1nc2cccnc2n1-c1ccccc1	10	-28	14	7	9	-5	13	-4	27	0	-5
O=C1N=C(c2ccccc2)S/C1=C\c1cccs1	-6	-9	-10	5	16	-2	-19	-3	-2	-10	-7
Cc1cc2ccccc2n1CCNC(=O)C(C)Oc1ccccc1 (stereo unspecified)	9	28	3	-19	-3	-3	5	-3	13	-25	-1
COc1ccc(CNC(=O)C2CCN(S(=O)(=O)c3ccc(SC)cc3)CC2)cc1	26	-5	-6	0	-1	11	12	11	10	8	2
CC(C)C(=O)NCCc1nc2ccccc2n1CCOc1ccccc1	-8	10	5	-8	-10	2	-15	-6	-31	5	2
O=C(Nc1ccc(OC(F)(F)F)cc1)N1CCc2nc(NCc3cccc(Oc4ccccc4)c3)ncc2C1	33	-6	10	26	16	42	12	-1	35	18	x
O=C(NCC1CCCO1)Nc1ccc2c(c1)OCO2 (stereo unspecified)	-22	7	-20	1	-30	-12	-39	6	-18	-11	-8
CCn1c(/C=N/NC(=O)c2ccc(OC)cc2)nc2ccccc21	-2	-33	16	0	16	34	-7	5	6	-3	5
(next part)
SMILES	TROY signal inh	CF NFkB block	NCOA3 inh	C8 TRAIL sens	LRH-1 inv ag	Shn3 3UTR inh	SRC1 inh	KKLEB tox	TWEAK Fn14 block	NR2F2 inh	LMP1 NFkB inh
Cc1nn(-c2ccc(F)cc2)c2nc(N)c(C#N)c(-c3ccc(O)c(O)c3)c12	9	10	-4	27	-20	16	-15	-1	8	21	-3
COc1cccc(CN2CCN(C(=O)c3oc4c(F)cccc4c3C)CC2=O)c1	-15	2	9	0	14	-4	-8	-4	-22	1	0
CCc1nc(Nc2cccc(OC)c2)c2oc3ccccc3c2n1	13	22	-7	21	-7	-14	-1	-7	26	5	13
CC1(C)C(=O)C2(CCCCC2)C(=O)OC1c1ccc(O)cc1 (stereo unspecified)	7	-15	-1	-2	-19	22	-19	4	-1	x	-7
CN(C(=O)CCN1C(=O)C2C3C=CC(C3)C2C1=O)c1ccccc1 (stereo unspecified)	10	-2	7	-8	15	-12	-18	11	1	12	0
CC(C)c1ccc2c(c1)C(=O)NC(C)(C)C2	-23	-23	-14	-10	-19	-27	-16	-8	-5	-6	-5
CCCCC(=O)Nc1ccccc1C#N	3	6	22	-7	-6	6	-1	6	12	1	4
CN(Cc1ccno1)C(=O)CC1C(=O)NCCN1CC(c1ccccc1)c1ccccc1 (stereo unspecified)	18	-17	3	-3	-13	-3	-4	4	6	-3	-3
